# GDH-TPI counter = GDH-TPI coupling enzyme inhibitors, primary screen, artefact control for M. tuberculosis FBA inhibitor project, biochemical, absorbance, full deck; GDH-TPI coupled enzyme counterscreen, NADH absorbance; inhibition, % at 4.8 µM; 360,000 tested, 1.2% active; AID 588335, 2011; in the data active = inhibition above about 30%;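 also: 0% = DMSO wells and 100% = wells lacking the enzyme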
# MazEF act = activators of E. coli MazEF toxin-antitoxin RNase, primary screen, biochemical, fluorescence, uHTS; Endoribonuclease toxin MazF (Escherichia coli (strain K12)), P0AE70; FAM/BHQ RNA-DNA oligo cleavage fluorescence, 5 h; activation, % at 20 µM; 350,000 tested, 0.32% active; in the data active = activation above about 50%
# Target sequence (P0AE70 whole entry, looked up): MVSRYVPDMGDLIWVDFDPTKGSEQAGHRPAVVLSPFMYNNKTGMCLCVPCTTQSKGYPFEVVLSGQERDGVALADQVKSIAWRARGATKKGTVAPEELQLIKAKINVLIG
# Mtb UGM inh = M. tuberculosis UGM enzyme inhibitors, primary screen, biochemical, fluorescence polarization, single point; purified UGM, fluorescence polarization probe displacement; UDP-galactopyranose mutase (Mycobacterium tuberculosis (strain ATCC 25618 / H37Rv)), …; inhibition, % at 10 µM; 320,000 tested, 0.06% active; in the data active = inhibition above about 10%, passing the limit was not always enough; inconclusive = no clear call, values can overlap the other calls
# Target sequence (P9WIQ1 whole entry, looked up): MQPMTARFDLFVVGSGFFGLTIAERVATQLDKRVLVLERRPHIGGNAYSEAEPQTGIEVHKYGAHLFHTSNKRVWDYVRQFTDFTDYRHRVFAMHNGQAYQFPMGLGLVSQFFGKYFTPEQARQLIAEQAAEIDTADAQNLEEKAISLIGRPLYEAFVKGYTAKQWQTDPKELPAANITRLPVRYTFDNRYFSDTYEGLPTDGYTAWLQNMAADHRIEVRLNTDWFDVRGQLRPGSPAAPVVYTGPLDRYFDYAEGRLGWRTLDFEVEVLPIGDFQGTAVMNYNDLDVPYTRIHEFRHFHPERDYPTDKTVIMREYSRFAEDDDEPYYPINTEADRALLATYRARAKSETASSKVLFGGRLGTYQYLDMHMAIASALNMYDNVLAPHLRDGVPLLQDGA
# Rv3671c protease = Rv3671c serine protease inhibitors, primary screen, biochemical, fluorescence polarization, M. tuberculosis H37Rv; P9WHR9; inhibition, % at 5.96 µM; 320,000 tested, 0.048% active; AID 2606, 2010; in the data active = inhibition above about 38%;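 also: extracellular domain of Rv3671c used as enzyme; 0% = enzyme with DMSO and 100% = no enzyme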
# FBA Mtb inh = Mtb FBA enzyme inhibitors, primary screen, biochemical, fluorescence, strain H37Rv | inhibition, % at 1 µM | purified M. tuberculosis FBA, fluorescence read-out | 360,000 tested, 2.3% active | Fructose-bisphosphate aldolase (Mycobacterium tuberculosis (strain ATCC 25618 / H37Rv)), … | AID 588726, 2011; in the data active = inhibition above about 27%;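 also: 0% = vehicle and 100% = reference inhibitor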
# Target sequence (P9WQA3 whole entry, looked up): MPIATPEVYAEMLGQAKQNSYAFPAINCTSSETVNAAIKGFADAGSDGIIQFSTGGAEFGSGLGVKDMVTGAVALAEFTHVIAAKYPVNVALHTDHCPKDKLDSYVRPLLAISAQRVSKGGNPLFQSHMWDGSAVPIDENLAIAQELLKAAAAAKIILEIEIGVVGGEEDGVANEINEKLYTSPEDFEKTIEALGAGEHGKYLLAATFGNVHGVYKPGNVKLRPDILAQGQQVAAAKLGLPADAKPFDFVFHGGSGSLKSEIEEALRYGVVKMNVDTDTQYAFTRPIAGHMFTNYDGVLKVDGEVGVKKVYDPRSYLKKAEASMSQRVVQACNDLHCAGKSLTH
# PrPC TRFRET = inhibitors of human cell surface prion protein PrPC, primary screen, cell-based, TR-FRET | Major prion protein (Homo sapiens), P04156 | TR-FRET read-out | inhibition, % at 13.8 µM | 370,000 tested, 0.43% active | AID 720596, 2013; in the data active = inhibition above about 24%; also: 0% = median of the test wells and 100% = reference compound wells
# BoNT F protease = BoNT/F light chain protease inhibitors, primary screen, biochemical, flow cytometry, MLPCN library. 360,000 tested, 0.22% active. Multiplex microsphere protease cleavage assay. Botulinum neurotoxin type F light chain protease (Clostridium botulinum). inhibition, % at 10 µM; in the data active = inhibition above about 35%, passing the limit was not always enough; inconclusive = no clear call, values can overlap the other calls; also: plate controls were buffer without enzyme for full effect and enzyme alone for no effect
# FadD28 binding = inhibitors of FadD28 bisubstrate probe binding, primary screen, biochemical, fluorescence polarization, single point; inhibition, % at 12.5 µM; 360,000 tested, 0.22% active; Mycobacterium tuberculosis FadD28 fatty-acid-AMP ligase; in the data active = inhibition above about 8.5%, passing the limit was not always enough; inconclusive = no clear call, values can overlap the other calls
# Mtb BioA inh = M. tuberculosis BioA enzyme inhibitors, primary screen, biochemical, plate reader, single point, HTS; purified M. tuberculosis BioA enzyme; 360,000 tested, 0.096% active; AID 602481, 2012; inhibition, % at 9.99 µM; 7,8-diaminopelargonic acid synthase BioA (Mycobacterium tuberculosis); in the data active = inhibition above about 40%; inconclusive = no clear call, values can overlap the other calls
# Numbers without * were called inactive; ? = inconclusive; . = not tested or not shown.
SMILES,GDH-TPI counter,MazEF act,Mtb UGM inh,Rv3671c protease,FBA Mtb inh,PrPC TRFRET,BoNT F protease,FadD28 binding,Mtb BioA inh
OCC[C@@H]1C[C@@H](O)[C@H](O)[C@@]2(Cc3ccccc3O2)O1,-6.5,4.3,0.4,-2.0,4.8,5.3,7.5,-0.2,-0.8
CS/C(=C\[N+](=O)[O-])Nc1ccc(F)cc1,11.2,-0.6,1.8,-4.6,-1.5,8.7,-4.5,-0.5,-1.1
Cc1cc(C)n2nc(C(=O)Nc3cccc(S(=O)(=O)N4CCCC4)c3)nc2n1,2.6,4.0,-2.1,-11.2,1.1,-4.3,-7.6,-0.6,.
COc1ccc(CSc2nnnn2-c2ccc(O)cc2)cc1F,-14.1,13.4,-3.6,-6.0,-3.9,8.1,6.7,.,6.1
Cn1cccc1Cc1nnc(SCC(=O)Nc2nccs2)n1CCc1ccccc1,3.0,8.8,0.1,-7.7,2.6,-5.7,3.1,-1.8,-6.1
CCCCn1c(-c2ccco2)nc2oc3ccccc3c(=O)c2c1=O,13.2,2.5,-5.0,2.7,7.6,2.6,?,-0.5,.
CCOC(=O)c1ccc(NC(=S)NCCCn2ccnc2)cc1,2.8,2.6,-2.1,4.3,4.6,-1.9,3.2,-1.2,1.1
O=C(c1ccc(F)cc1)C(CN1CCOCC1)c1ccccc1 (stereo unspecified),7.2,10.5,-0.8,-12.5,0.8,4.3,-12.7,0.5,-0.8
Cc1ccc(C)c(NC(=O)COC(=O)c2nc(Cl)ccc2Cl)c1,14.7,1.1,1.5,5.2,4.4,0.9,6.3,.,-2.7
Nn1c(Nc2ccc(Cl)cc2)nncc1=O,1.3,7.7,1.2,-2.1,-5.1,-4.6,-5.9,-3.1,.
C=C1C2C[C@@]3([C@@H]1O)[C@@H](C[C@@H]2O)[C@@]12C4[C@@H]3C[C@@H]1[C@@](C)(CC[C@@H]2O)CN4CC,2.6,0.9,1.2,-2.2,0.0,4.7,5.2,1.2,-1.4
COc1ccc(COc2cccc3ccc(C)nc23)cc1F,-1.5,-0.4,-4.1,-6.1,2.6,0.8,-9.4,-1.2,0.8
COc1cccc(C(=O)NCc2nnc(SCC(=O)Nc3nccs3)n2-c2cccc(C)c2)c1,4.9,7.3,-5.3,4.5,2.1,4.1,-5.8,-1.2,-0.9
CC(C)(C)OC(=O)NCCCC[C@@H](C(=O)NCCCCCCCCCCC(=O)N1CCN(C(=O)OC(C)(C)C)CC1)n1cc(CCO)nn1,4.3,2.6,-1.2,-0.2,0.3,-0.2,3.6,-0.1,1.1
O=C(Nc1ccc(F)cc1)c1c(Cl)nc2ccccn12,-5.0,12.7,0.3,1.4,-0.2,-14.1,-2.6,-3.0,3.0
C[C@@H]1CN([C@@H](C)CO)S(=O)(=O)c2ccc(Br)cc2O[C@H]1CN(C)C(=O)c1cccc(F)c1,6.2,4.9,.,.,3.0,-3.5,5.7,-2.5,1.5
CCCC(=O)Nc1cc(=O)n(C)c(=O)n1C,9.4,-2.9,-1.0,-11.0,1.0,-3.1,-0.3,-1.1,-0.9
O=C(Cn1ncc2c([nH]c3ccccc32)c1=O)Nc1ccc(CN2CCCCC2)cc1,13.6,14.0,1.0,2.7,6.9,.,-8.3,-0.3,-2.2
O=C(CN1C(=O)CCSc2ccccc21)N1CCC2(CC1)OCCO2,0.4,6.9,-0.5,-4.4,0.3,-2.6,2.9,-3.6,-0.8
CC1CCC(C(C)C)C(OCC(O)CN2CCCC(C)C2)C1 (stereo unspecified),3.1,-1.4,0.0,5.1,6.2,4.3,1.9,-2.4,.
C(=N\Nc1nc(Nc2ccccc2)nc(Nc2ccccc2)n1)/c1cccnc1,7.4,11.4,-2.4,-74.5,-2.2,6.8,1.1,-11.3,.
COc1ccccc1NC(=O)c1cc(S(=O)(=O)N2CCOCC2)ccc1Cl,-0.6,2.5,0.9,-4.3,0.5,11.6,5.7,0.5,0.3
COc1ccc(CN(CC(=O)NCc2ccc(F)cc2)C(=O)c2ccco2)cc1,1.9,9.1,0.6,-0.6,-3.0,-1.7,-2.2,-0.3,-0.9
CCN(CC)c1ccc(NC(=O)C2=CC=CN3CCS(=O)(=O)N=C23)cc1,11.2,-4.8,3.4,7.0,-2.0,-35.2,-23.8,-2.3,-0.1

# Filtered by structure: the entries above with fluorine
SMILES,GDH-TPI counter,MazEF act,Mtb UGM inh,Rv3671c protease,FBA Mtb inh,PrPC TRFRET,BoNT F protease,FadD28 binding,Mtb BioA inh
CS/C(=C\[N+](=O)[O-])Nc1ccc(F)cc1,11.2,-0.6,1.8,-4.6,-1.5,8.7,-4.5,-0.5,-1.1
COc1ccc(CSc2nnnn2-c2ccc(O)cc2)cc1F,-14.1,13.4,-3.6,-6.0,-3.9,8.1,6.7,.,6.1
O=C(c1ccc(F)cc1)C(CN1CCOCC1)c1ccccc1 (stereo unspecified),7.2,10.5,-0.8,-12.5,0.8,4.3,-12.7,0.5,-0.8
COc1ccc(COc2cccc3ccc(C)nc23)cc1F,-1.5,-0.4,-4.1,-6.1,2.6,0.8,-9.4,-1.2,0.8
O=C(Nc1ccc(F)cc1)c1c(Cl)nc2ccccn12,-5.0,12.7,0.3,1.4,-0.2,-14.1,-2.6,-3.0,3.0
C[C@@H]1CN([C@@H](C)CO)S(=O)(=O)c2ccc(Br)cc2O[C@H]1CN(C)C(=O)c1cccc(F)c1,6.2,4.9,.,.,3.0,-3.5,5.7,-2.5,1.5
COc1ccc(CN(CC(=O)NCc2ccc(F)cc2)C(=O)c2ccco2)cc1,1.9,9.1,0.6,-0.6,-3.0,-1.7,-2.2,-0.3,-0.9

# Additional entries follow:
SMILES,GDH-TPI counter,MazEF act,Mtb UGM inh,Rv3671c protease,FBA Mtb inh,PrPC TRFRET,BoNT F protease,FadD28 binding,Mtb BioA inh
Cc1cc(C)c(Cn2c(C(=O)O)c(C=O)c3ccccc32)c(C)c1,6.7,-60.5,-0.5,-16.3,-2.5,6.6,-3.2,-4.3,.
CC(C)c1ccc(NC(=O)CN(C)C2=NS(=O)(=O)c3ccccc32)cc1,8.0,6.3,.,.,-2.6,-0.9,1.0,-2.3,0.3
COc1ccc2c(c1)CCCC21NC(=O)N(CC(=O)NCc2cccs2)C1=O (stereo unspecified),6.9,-22.5,-2.8,4.1,4.6,-3.7,-6.0,-1.9,1.9
CN1C(=O)N(C)C(=O)C(CCc2ccncc2)(Cc2ccc3c(c2)OCO3)C1=O,5.6,-0.9,2.9,-9.4,0.7,-3.6,0.9,-1.9,-0.4
COc1ccc(N2CCN(c3oc(COc4ccc(Cl)cc4)nc3C#N)CC2)cc1,9.5,1.8,-1.3,3.3,0.0,-3.8,2.6,-3.2,-0.7
O=[N+]([O-])c1cc(S(=O)(=O)c2ccc(O)c([N+](=O)[O-])c2)ccc1O,-5.6,3.7,2.8,25.5,-3.1,-3.5,-2.0,3.7,.
CCn1c(=S)sc2c(=O)n(CC(=O)Nc3ccc(Cl)cc3)c(C)nc21,12.1,7.0,-0.2,0.7,-0.2,1.7,1.8,0.0,-4.3
CCCC1=NN2C(=N)/C(=C\c3ccc(SCc4ccco4)o3)C(=O)N=C2S1,8.8,-29.6,-1.9,-41.0,-5.4,.,2.4,14.1*,-5.0
O=C(c1ccc(NS(=O)(=O)c2ccc3[nH]c(=O)[nH]c3c2)cc1)N1CCCCC1,8.8,0.4,-1.7,-12.6,5.6,-6.3,.,-2.4,-1.0
O=[N+]([O-])c1cc(C(F)(F)F)ccc1N1CCN(S(=O)(=O)c2ccc3c(c2)CCCC3)CC1,4.4,-3.7,0.4,8.5,-2.9,2.9,10.3,-2.0,-1.1
Cc1ccc(C(=O)NCC(=O)OCC(=O)NC2CCCC(C)C2C)s1 (stereo unspecified),6.1,2.0,0.8,-12.2,1.3,-5.1,1.7,-0.8,0.0
Cc1ccccc1OCC(=O)N(Cc1cccs1)C1CCS(=O)(=O)C1 (stereo unspecified),-2.7,-1.9,-1.0,-10.7,-0.1,-5.0,1.1,-1.6,3.0
Cc1cc(Cl)c(S(=O)(=O)N2CCN(c3ccccn3)CC2)cc1OCC(N)=O,4.1,0.5,-2.8,-3.5,0.4,0.1,-2.5,-2.4,.
NS(=O)(=O)c1cccc(NC(=O)CSc2ncnc3ccccc23)c1,10.8,2.9,2.4,-1.2,7.4,37.1*,-5.6,-2.9,.
CC1CCC2[C@@H](C)C(=O)OC3O[C@]4(C)CCC1C32OO4 (stereo partly specified),0.7,0.1,-1.9,7.6,0.8,5.1,?,-4.6,-0.1
COc1ccc(C)cc1NC(=S)Nc1ccccc1SC,1.9,6.9,1.4,-1.5,0.9,-5.8,3.8,-3.0,.
CCCCC1(CC(=O)OC)C(=O)N(c2ccccc2)N(c2ccccc2)C1=O,-0.7,3.1,-1.9,-2.2,-0.3,-2.5,-1.4,0.5,.
CCc1ccc(C2=CC(c3cc(Br)ccc3F)n3ncnc3N2)cc1 (stereo unspecified),12.8,-13.7,3.2,0.3,24.9,-3.0,-1.0,-0.7,-0.3
CN(C)S(=O)(=O)c1cccc(C(=O)OCC(=O)Nc2sccc2C#N)c1,9.7,-47.1,1.2,-11.1,-2.2,.,1.2,?,-0.9
Cc1cnc(C(=O)OCC(=O)c2cc(C)n(C)c2C)cn1,-3.8,7.0,-2.4,-0.8,-0.2,0.8,-5.4,-1.6,.
COc1ccc(CCn2c(-c3ccco3)nc3ccccc3c2=O)cc1OC,5.6,-11.1,0.1,-13.8,-0.3,-3.7,-6.7,-5.6,0.3
O=C1CC2(CCN(C(=O)c3ccccc3Br)CC2)Oc2ccccc21,6.7,-1.5,0.2,4.6,5.4,-3.6,.,-1.5,8.9
CCOC(=O)CSc1nnc(-c2ccc(OC)cc2OC)o1,14.3,2.8,2.4,-0.1,-0.6,-4.8,-2.1,0.6,-0.6
COC(CNC(=O)C(=O)NCC1OCCN1C(=O)c1ccc(Cl)cc1)OC (stereo unspecified),3.9,4.0,-2.3,1.2,3.4,-2.9,-9.3,-3.3,-1.0
CN(C)CCCNc1ccc(-c2n[nH]c(=O)c3ccccc23)cc1[N+](=O)[O-],13.9,13.4,-1.0,7.8,-4.5,-42.4,?,-1.4,8.5
CCC1CCCCN1C(=O)CSc1nc2ccsc2c(=O)n1Cc1ccccc1 (stereo unspecified),16.8,8.8,1.3,-1.9,0.9,4.0,9.1,-3.2,0.8
COC(=O)Cc1ccc(NC(=S)N2CCC(Cc3ccccc3)CC2)cc1,8.6,0.0,-0.5,-6.3,0.1,10.2,1.0,-1.3,1.1
CCOC(=O)Cc1csc(NC(=O)CSC2=NCCS2)n1,-1.0,-4.9,-1.2,-7.4,7.8,0.1,-2.3,0.2,-1.8
O=[N+]([O-])c1nn(-c2ccc3c(c2)OCCO3)n(O)c1=NCCCO,-3.4,10.9,0.2,-2.7,-5.1,-52.6,18.2,-0.7,.
CC(=O)c1ccc(S(=O)(=O)N2CCN(C(=O)c3ccc(-n4cncn4)c([N+](=O)[O-])c3)CC2)cc1,1.3,5.6,-0.5,1.5,-0.6,-14.9,-8.2,-0.2,1.9
Cc1cc(C)n(NC(=S)NC2CCCCC2)c(=O)c1C#N,17.7,-2.6,-1.0,3.6,5.3,-7.3,?,-1.4,.
O=C(O)c1ccc(/C=C/c2nc3ccccc3c(=O)n2-c2ccc(Br)cc2)cc1,38.9*,7.4,-2.0,0.2,-3.5,2.8,-10.2,-11.0,10.5

# Screening results: PubChem, several laboratories
